# Compound activity from PubChem BioAssay.
# MITF inh – blocks human microphthalmia-associated transcription factor; O75030; AlphaScreen MITF homodimerization, bead proximity signal; inhibition, % at 2.6 µM; 650,000 tested, 0.91% active; AID 1259374; in the data active = inhibition above about 50%;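 note: 0% = vehicle wells with protein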
# Target sequence (O75030 whole entry, looked up): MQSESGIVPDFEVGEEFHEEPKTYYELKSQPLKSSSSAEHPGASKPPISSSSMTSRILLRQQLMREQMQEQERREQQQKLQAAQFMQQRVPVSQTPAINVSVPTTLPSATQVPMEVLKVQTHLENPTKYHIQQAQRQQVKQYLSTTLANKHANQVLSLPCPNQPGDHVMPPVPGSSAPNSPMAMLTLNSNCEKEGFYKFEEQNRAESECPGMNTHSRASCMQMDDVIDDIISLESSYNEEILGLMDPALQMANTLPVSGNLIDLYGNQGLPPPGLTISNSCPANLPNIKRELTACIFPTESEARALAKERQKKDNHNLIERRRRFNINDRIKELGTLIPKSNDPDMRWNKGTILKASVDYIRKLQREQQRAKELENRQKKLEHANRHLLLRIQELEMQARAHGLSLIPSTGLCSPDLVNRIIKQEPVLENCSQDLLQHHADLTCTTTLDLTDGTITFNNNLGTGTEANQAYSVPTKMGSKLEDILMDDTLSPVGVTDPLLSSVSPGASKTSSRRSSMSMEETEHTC
# GPR151 activ – activates the human receptor GPR151 | 650,000 tested, 1% active | PathHunter beta-arrestin GPR151 cells, luminescence | Q8TDV0 | AID 1508602 | activation, % at 11.2 µM; in the data active = activation above about 4.9%;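 note: 0% = median of compound wells and 100% = cells with positive control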
# Target sequence (Q8TDV0 whole entry, looked up): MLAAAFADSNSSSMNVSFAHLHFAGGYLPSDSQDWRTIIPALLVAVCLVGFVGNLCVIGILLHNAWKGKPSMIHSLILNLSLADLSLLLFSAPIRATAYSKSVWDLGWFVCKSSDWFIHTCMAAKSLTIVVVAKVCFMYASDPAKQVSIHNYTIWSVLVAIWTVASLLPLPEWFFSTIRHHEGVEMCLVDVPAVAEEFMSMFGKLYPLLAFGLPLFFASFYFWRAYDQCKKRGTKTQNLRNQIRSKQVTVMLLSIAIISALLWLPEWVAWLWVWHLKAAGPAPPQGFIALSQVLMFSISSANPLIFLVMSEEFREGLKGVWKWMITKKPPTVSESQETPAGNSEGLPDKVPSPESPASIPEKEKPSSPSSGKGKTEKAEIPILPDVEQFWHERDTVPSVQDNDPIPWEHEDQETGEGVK
# TEAD-YAP inh – TEAD-YAP interaction inhibition. HEK-TIYL cells, TEAD-Gal4/YAP UAS-luciferase luminescence. inhibition, % at 9.12 µM. 640,000 tested, 1.4% active. AID 1259422; in the data active = inhibition above about 32%;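 note: 0% = median of test compound wells and 100% = reference inhibitor wells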
# FBW7 activator – activators of human E3 ligase FBW7; Q969H0; AlphaScreen FBW7–phospho-cyclin E peptide binding, activator screen; normalized activity (activation), % at 26.1 µM; 650,000 tested, 0.13% active; AID 1259310; in the data active = normalized activity above about 1.9%;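 note: purified mutant Fbw7 with reduced substrate affinity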
# Starred values were filed as active, the others as inactive; / = not tested or not shown.
# The line under a structure holds: GPR151 activ	FBW7 activator	TEAD-YAP inh	MITF inh
Cc1ccc(=N)n(CCO)c1
  0.4	-0.1	-6	7
COC(=O)c1ccc(CN(c2ccc(C)c(C)c2)S(C)(=O)=O)cc1
  0.5	0.1	2	8
COc1ccccc1OCC(=O)Nc1ccccn1
  -7.2	0.0	13	8
COc1cc(/C=C2\N=C(c3ccc([N+](=O)[O-])c(C)c3)OC2=O)ccc1OC(C)=O
  0.5	-0.1	-10	4
COc1ccc(-c2csc(NC(=O)c3ccccc3SC)n2)cc1C
  -0.7	-0.1	-11	7
CN(C)c1nc(NCc2ccccc2)nc(SCC(=O)Nc2ccccc2)n1
  -0.5	0.3	5	10
O=C(COc1ccc2c(c1)C(=O)CC2)NCCc1c[nH]c2ccccc12
  -0.3	-0.1	-5	0
O=C(O)c1ccc([N+](=O)[O-])c(N2CCCCCC2)c1
  2.8	0.3	14	4
CCC(Oc1ccccc1)C(=O)O/N=C(\N)Cc1ccc([N+](=O)[O-])cc1 (stereo not given)
  0.1	-0.2	6	11
C=CCn1c2ccccc2n2nc(C)c(C(=O)/C=C/c3cccnc3)c12
  -0.8	0.1	-19	15
COc1ccc(CCNc2nncc(-c3ccccc3)n2)c(OC)c1
  1.5	0.3	-6	3
CC(C)NC(=O)c1ccc(-c2ccc(Cl)cc2)o1
  0.3	-0.1	-69	15
Cc1ccc2oc(-c3cccc([N+](=O)[O-])c3)cc(=O)c2c1
  4.6	-0.1	19	10
Cc1ccc(N(CC(=O)Nc2ccc(OCc3ccccc3)cc2)S(C)(=O)=O)cc1
  1.2	-0.2	4	-3
CCN(CC)S(=O)(=O)c1cccc(-c2nnc(SCCc3ccc(OC)cc3)o2)c1
  1.2	-0.1	-8	6
COc1ccc(C2C3CN(C)CC=C3C(C#N)=C(N)C2(C#N)C#N)cc1OC (stereo not given)
  -1.2	0.7	-5	1
Cc1ccccc1NC(=O)c1sc2nc(-c3cccs3)ccc2c1N
  -1.0	0.0	-18	-5
Cc1nn(CC(=O)N2CCc3c([nH]c4ccccc34)C2c2ccccn2)c(=O)c2ccccc12 (stereo not given)
  0.1	0.1	3	1
Fc1ccc(-c2[nH]ncc2CNC23CC4CC(CC(C4)C2)C3)cc1
  0.4	0.7	12	32
COc1ccccc1C1C(C#N)=C(N)Oc2cc(C)n(CCN(C)C)c(=O)c21 (stereo not given)
  0.2	0.0	8	4
N/C(=N\OC(=O)Cc1ccccc1[N+](=O)[O-])c1ccccn1
  3.6	-0.2	-12	-5
Cc1ccc(CN2CCn3c2nc2c3c(=O)n(Cc3ccccc3)c(=O)n2C)cc1
  -1.6	0.0	11	17
O=C(O)c1nn2c(C(F)(F)F)cc(-c3ccc(Br)cc3)nc2c1Br
  -0.9	0.5	-4	23
O=C(Nc1ccc(F)c(Cl)c1)c1ccc(CO)cc1
  -2.1	0.1	-13	-2
O=C(/C=C/c1ccccc1)Oc1cccc(OC(=O)/C=C/c2ccccc2)c1
  -0.8	-0.1	0	13
CCCCOc1ccc(C(=O)N2CCN(C)CC2)cc1
  0.0	0.2	7	7
COC1=C/C(=C/c2c(N)n3nc(N4CCOCC4)sc3nc2=O)C=CC1=O
  -1.0	-0.4	6	-5
COc1ccc(C(C)=O)cc1COC(=O)c1ccc(S(=O)(=O)C(F)F)cc1
  -1.0	0.0	-2	-6
CCCCn1c(SCC(=O)NCc2ccccc2)nc2ccsc2c1=O
  -2.4	0.0	-13	3
c1cc(NCCN2CCOCC2)nc(Nc2ccc(N3CCOCC3)cc2)n1
  0.2	-0.1	-4	22
Cc1cc(C)c2nc(N3CCCC(C(=O)NCCCN4CCCCC4)C3)sc2c1 (stereo not given)
  3.0	0.1	-11	-4
CC1(OC(=O)c2ccco2)C(=O)C=C2C=C(c3ccsc3)OC=C2C1=O (stereo not given)
  1.5	-0.2	/	15
COc1cccc(CNC(=O)CCC(=O)N2CC(C)Oc3ccc(C)cc32)c1 (stereo not given)
  0.2	-0.1	5	-9
Cc1ccc(Cl)cc1N(C)C(=O)NCc1noc2ccccc12
  1.7	0.3	0	11
COc1cc(CNCCO)cc(Cl)c1OCc1ccc(Cl)cc1
  0.0	-0.2	-10	14
C=CCSc1nc(C2CC2)cc(-c2ccccc2)c1C#N
  0.6	0.1	-4	-21
CCOC(=O)CCCCN(Cc1ccc(F)cc1)S(=O)(=O)c1cc(C(=O)Nc2ccccc2OCC)ccc1F
  -0.8	0.6	-5	-1
COCCN(Cc1cccc(OC)c1)C(=O)c1cc2ccc(-c3cn[nH]c3)nc2[nH]1
  -0.8	-0.1	1	4
COc1ccc(-c2noc(NCc3ccc4c(c3)OCO4)n2)cc1OC
  0.1	-0.1	-3	5
COc1ccc(OC[C@H]2Cc3c(-c4ccccc4)nc4c(c3CO2)CN(CCOc2ccccc2)CC4)cc1
  0.2	0.1	/	14
Cc1ccc(C(=O)Nc2cnc3sc(C)nn3c2=O)cc1
  -0.8	-0.1	-24	1
CCOC(=O)C(C)Oc1ccc(C2NC(=O)NC(C)=C2C(=O)Nc2ccccc2C)cc1 (stereo not given)
  1.1	-0.2	3	5
O=C(NCc1cccnc1)c1cccc(OC2CCN(C3CCSC3)CC2)c1 (stereo not given)
  0.8	0.0	-4	-3
Cc1c(NS(=O)(=O)c2c(C(C)C)cc(C(C)C)cc2C(C)C)c(=O)n(-c2ccccc2)n1C
  0.6	-0.1	8	7
O=C1[C@H]2[C@H]3[C@H](O)[C@H](O)C/C(=N\OC[C@@H](O)COCc4ccco4)[C@@H]3CC[C@H]2C(=O)N1c1ccc(F)cc1F
  0.9	-0.2	/	-9
O=C(/C=C/c1ccccc1)N1CCN(Cc2nc(-c3ccc(F)cc3)cs2)CC1
  0.5	-0.1	39*	10
Cc1ccc(C(=O)N/C(=C\c2ccc(F)cc2)C(=O)NCc2ccncc2)cc1
  -0.3	0.0	-3	10
COCCNC(NC(=O)c1ccco1)C(Cl)(Cl)Cl (stereo not given)
  -0.3	0.3	9	13
CCOC(=O)c1c(NC(=O)COc2cccc(Cl)c2)sc2c1CCCC2
  1.2	0.5	0	21
COC(=O)C1=C(NC(=O)c2ccccc2I)CCS1
  -0.2	-0.1	1	-1
CCOc1ccc(C2C=C(c3ccc(C)c(C)c3)Nc3nnnn32)cc1 (stereo not given)
  0.3	0.1	0	18
COc1ccc(-c2nc(NCCN(C(C)C)C(C)C)c3ncn(C(C)C)c3n2)cc1
  1.3	0.1	39*	-2
O=C(Nc1cccc(Cl)c1Cl)c1ccc(S(=O)(=O)N2CCCC2)cc1
  0.2	0.1	-2	17
COC(=O)CN1C(=O)S/C(=C/c2ccccc2Cl)C1=O
  -0.5	0.0	-4	-7
Cc1cccc(CSc2ncnc3c2c(-c2ccccc2)cn3-c2ccc(F)cc2)c1
  -1.7	0.2	-4	5
Cc1[nH]c2c(C)cccc2c(=O)c1CN1CCN(C)CC1
  -1.3	-0.1	-8	-3
COc1c(-c2cc(C(F)(F)F)[nH]n2)c(O)c(OC)c2occc12
  2.2	0.2	8	14
COc1ccc(NC(=O)C(c2ccc(C)cc2)N(C)C(=O)c2ccc(=O)[nH]c2)cc1 (stereo not given)
  -0.4	0.0	-12	-2
O=c1nc(SCc2cccc3ccccc23)c2c(n1Cc1ccncc1)CCCC2
  -0.3	0.8	-1	14
COc1cccc(CNC(=O)CNC(=S)N(Cc2ccc(C)cc2)C2CCCCC2)c1
  -0.1	0.2	9	0

# Next part.
# The line under a structure holds: GPR151 activ	FBW7 activator	TEAD-YAP inh	MITF inh
COc1cccc2c(=O)n(CC(=O)Nc3ccc(C)cc3C)ccc12
  -0.9	0.1	-2	-2
O=C(CC(=O)N1CCc2ccccc21)N1CCc2ccccc21
  -0.9	0.2	12	11
CC(=O)Nc1ccc(NC(=O)c2ccnc(N3CCN(Cc4ccc5c(c4)OCO5)CC3)c2)cc1
  1.0	0.1	11	-8
COc1ccc(Cn2c(=S)[nH]c3cc(C(=O)Nc4cccc(C)c4)ccc3c2=O)cc1
  0.6	0.5	3	11
CCOC(=O)c1ccc(Nc2ncnc3c2ncn3CC)cc1
  -2.3	-0.2	-74	13
O=C(Nc1c2c(nn1-c1cccc(Cl)c1)CSC2)c1ccc(S(=O)(=O)N2CCCC2)cc1
  1.5	0.0	6	-5
CCCOc1ccc(C2Oc3ccccc3C3CC(c4ccc(OC)cc4)=NN32)cc1 (stereo not given)
  0.6	0.3	-62	-2
O=C(Nc1ccccc1C(F)(F)F)C(=O)N1CCCC1
  -1.1	-0.1	-14	-4
Nc1ccc(C(=O)O)c(O)c1 (tested in a mixture with another compound)
  -0.9	0.2	3	12
CSc1ccc(S(N)(=O)=O)cc1[N+](=O)[O-]
  3.8	0.1	-9	4
CC1=C(C(=O)Nc2ccccn2)C(c2ccc3c(c2)OCO3)NC(=S)N1 (stereo not given)
  1.3	0.2	-34	10
Cc1cc(OC(=O)c2conc2-c2c(Cl)cccc2Cl)cc(=O)o1
  -0.7	0.1	-4	5
O=C(CNC(=O)c1ccc(Cl)cc1)OCC(=O)c1ccc(Br)cc1
  -1.1	-0.2	-12	-6
O=C(O)CC(C(=O)O)N1C(=O)/C(=C/c2ccccc2Cl)SC1=S (stereo not given)
  -1.1	-0.2	-16	-8
O=C(CCN1C(=O)c2cccc3cccc(c23)C1=O)N1CCN(c2ccccc2F)CC1
  -1.5	1.0	-7	12
C#CCN1C(=O)C2(C(C#N)=C(N)OC3=C2C(=O)CCC3)c2ccccc21 (stereo not given)
  0.9	0.0	-5	-7
O/N=C/c1ccc(N2CCOCC2)cc1
  1.3	-0.1	-2	-2
OCC1(Cc2cccc(C(F)(F)F)c2)CCN(Cc2ccn[nH]2)CC1
  -1.6	-0.3	-9	-4
COc1ccc2c(=O)c(Oc3ccccc3F)coc2c1
  -1.2	0.0	-30	-3
O=C(CC1C(=O)NCCN1C/C=C/c1ccccc1)NC1(c2ccccc2)CC1 (stereo not given)
  2.3	0.0	10	6
C#CCn1c(=NC(=O)CSC(C)=O)sc2cc(OC)ccc21
  -0.5	-0.6	5	2
O=C(Cc1cscn1)N1CCc2nnc(Cc3ccccc3)n2CC1
  0.3	-0.2	-7	-6
Cc1cc2cc(CN(CCO)S(=O)(=O)c3cccc4nsnc34)c(=O)[nH]c2cc1C
  -4.9	0.2	0	11
O=C(COc1ccccc1)Nc1ccc(N2CCOCC2)cc1
  -0.4	0.0	-22	8
CCCOC(=O)c1ccc(N2C(=O)c3cccc4cc(Br)cc(c34)C2=O)cc1
  1.3	0.0	5	16
CCn1nc(C)c(CNc2nc(C)c(-c3ccn(C)n3)s2)c1C
  0.3	-0.2	-11	-2
O=C(CCC1CCCC1)NCC1Cc2cc(Cl)cc(-c3ncccn3)c2O1 (stereo not given)
  -0.5	0.0	1	5
Cc1cccc(-n2c(CNC(=O)c3cccc(F)c3)nnc2SCC(=O)N2N=C(c3cccs3)CC2c2ccc(F)cc2)c1 (stereo not given)
  -1.2	0.0	-1	-6
CC1CN(c2nc3c(c(=O)[nH]2)CCN(Cc2ccccn2)C3)CC(C)O1 (stereo not given)
  0.5	-0.1	-12	-3
Cc1ccc(Nc2ncccc2C(=O)NC2CCCC2)cc1
  1.4	0.0	-3	3

# Reprinted from the part before: seven compounds; new compounds follow.
# The line under a structure holds: GPR151 activ	FBW7 activator	TEAD-YAP inh	MITF inh
O=C(COc1ccccc1)Nc1ccc(N2CCOCC2)cc1
  -0.4	0.0	-22	8
CCCOC(=O)c1ccc(N2C(=O)c3cccc4cc(Br)cc(c34)C2=O)cc1
  1.3	0.0	5	16
CCn1nc(C)c(CNc2nc(C)c(-c3ccn(C)n3)s2)c1C
  0.3	-0.2	-11	-2
O=C(CCC1CCCC1)NCC1Cc2cc(Cl)cc(-c3ncccn3)c2O1 (stereo not given)
  -0.5	0.0	1	5
Cc1cccc(-n2c(CNC(=O)c3cccc(F)c3)nnc2SCC(=O)N2N=C(c3cccs3)CC2c2ccc(F)cc2)c1 (stereo not given)
  -1.2	0.0	-1	-6
CC1CN(c2nc3c(c(=O)[nH]2)CCN(Cc2ccccn2)C3)CC(C)O1 (stereo not given)
  0.5	-0.1	-12	-3
Cc1ccc(Nc2ncccc2C(=O)NC2CCCC2)cc1
  1.4	0.0	-3	3
Oc1ccc(CN2CCN(c3ccccc3)CC2)c2cccnc12
  -0.3	-0.3	5	31
Clc1ccc(-c2nc(-c3ccncc3)no2)c(Cl)c1
  0.1	-0.2	-47	-4
COc1ccc(C2=CSC3=NS(=O)(=O)CCN23)cc1OC
  0.0	0.0	-1	-1
CCOc1cc(/C=c2/sc3nc4cc(C)c(C)cc4n3c2=O)ccc1O
  0.7	-0.2	-2	20
CCC(C)c1ccccc1OCC(O)CNC(C)C (stereo not given)
  1.4	0.0	-6	2
CCOc1ccc(NC(=O)c2c(NCc3cccnc3)sc3c2CCC3)cc1
  0.5	-0.2	5	5
CC1C/C(=N\Nc2ccc(S(N)(=O)=O)cc2[N+](=O)[O-])CC(C)(C)C1 (stereo not given)
  0.2	-0.3	-4	3
COCCNc1cc(C)nc2c(-c3ccc(F)cc3)c(C)nn12
  0.0	-0.1	-20	1
Cc1cc(N)nc(-c2ccc(C(N)=O)cc2)n1
  1.7	0.3	-2	8
Cc1ccc(NC(=O)CN2C(=O)CCc3ccccc32)cc1Cl
  -0.6	-0.3	1	3

# An unsorted share of the library, and some 3.4% of all compounds hit somewhere here.
